# Screens as filed in PubChem.
# NPC1 promoter act = activates the NPC1 promoter | AID 485313 | hit rate 2.4% among 320,000 | Huh7 NPC1 promoter luciferase reporter, 24 h | Potency, µM (top dose mostly 9.22 µM), inactives show at the highest dose activation, hits mostly activators;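 further: potency means the concentration at half of the fitted maximal effect; % of control where 0% means no effect; nearly all actives have a fitted effect of over 60% in size; reporter is driven by a mutant NPC1 promoter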
#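 Luminescence from an NPC1 promoter-driven luciferase reporter in stably transfected Huh7 cells was measured after 24 h compound treatment at 37 °C, followed by 10 min ambient incubation with luciferase detection reagent.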
# p53 reactivation = re-activators of mutant p53; hit rate 0.063% among 320,000; AID 504706; Potency, µM (highest dose often 92.2 µM), without a hit: at the top dose activity change, positive = activation, hits mostly activators; H1299 p53-A138V BP100-luciferase reporter, luminescence, 24 h; further: potency means the concentration at half of the fitted maximal effect; % of control where 0% means no effect; nearly all actives have a fitted effect of over 45% in size
#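 p53-null H1299 cells stably carrying temperature-sensitive p53-A138V and a BP100-luciferase reporter were pinned with compounds (4-point, 1:5 series) and held 24 hrs at 37 deg C. Luminescence was read 10 min after detection reagent.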
# BRCA1 expr up = activators of BRCA1 expression | MCF7-BRCA1-FFLuc reporter, luminescence, 48 h; response scale: scaled: vehicle 0%, 10 µM genistein 100% | Potency, µM (doses to about 46.1 µM), for inactives: at the highest dose activation, most hits filed as activators | hit rate 1.1% among 380,000 | AID 624202; further: potency means the concentration at half of the fitted maximal effect; nearly all actives have a fitted effect of over 80% in size; some results filed as inactive show a strong effect at the top dose
#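 Compounds are tested at multiple concentrations on MCF7 BRCA1-luciferase reporter cells seeded at 2000 per well; after 48 h, a single luminescence end-point is taken and curves fitted to the normalized data.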
# FLuc modulator = inhibits or activates purified firefly luciferase, miR-21 counter-screen; P08659; purified FLuc, Km substrates, luminescence inhibition; Potency, µM (top dose mostly 57.5 µM), for inactives: at the top dose activity change, negative = inhibition, most hits filed as inhibitors; hit rate 6.9% among 360,000; AID 588342;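 further: potency means the concentration at half of the fitted maximal effect; plate controls were vehicle for no effect and reference inhibitor for full effect; nearly all actives have a fitted effect of over 55% in size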
# Target sequence (P08659 whole entry, looked up): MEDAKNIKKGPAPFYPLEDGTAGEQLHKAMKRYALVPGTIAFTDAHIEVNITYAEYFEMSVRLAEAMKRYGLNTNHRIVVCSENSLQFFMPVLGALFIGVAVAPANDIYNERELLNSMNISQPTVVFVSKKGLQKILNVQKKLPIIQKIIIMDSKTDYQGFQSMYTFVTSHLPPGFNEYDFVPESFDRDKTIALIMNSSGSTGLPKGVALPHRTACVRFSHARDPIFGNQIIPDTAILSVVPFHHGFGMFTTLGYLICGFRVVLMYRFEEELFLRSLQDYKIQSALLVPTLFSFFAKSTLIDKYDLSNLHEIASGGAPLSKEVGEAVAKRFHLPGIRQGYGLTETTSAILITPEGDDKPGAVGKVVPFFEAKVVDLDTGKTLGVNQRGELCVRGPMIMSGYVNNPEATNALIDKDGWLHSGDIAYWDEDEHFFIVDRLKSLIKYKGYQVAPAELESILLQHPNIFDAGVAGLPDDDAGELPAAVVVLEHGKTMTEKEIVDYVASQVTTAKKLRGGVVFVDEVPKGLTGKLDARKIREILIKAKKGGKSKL
#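 Purified P. pyralis luciferase, 10 nM final, with Km-level 10 uM D-luciferin and 10 uM ATP in 50 mM Tris acetate pH 7.5, 10 mM Mg acetate, 0.01% Tween-20, 0.05% BSA; 6-point qHTS titration about 60 µM downward; luminescence read.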
# Rab9 promoter act = Rab9 promoter activation; Potency, µM (highest dose often 9.22 µM), for inactives: top-dose activation, negative = inhibition, hits mostly activators; hit rate 2.8% among 320,000; AID 485297; Huh7 Rab9 promoter-luciferase reporter, luminescence, 24 h; further: potency means the concentration at half of the fitted maximal effect; % of control where 0% means no effect; nearly all actives have a fitted effect of over 60% in size
#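 Quantitative HTS format; Huh7 Rab9-luciferase reporter cells (1500/well) receive compound 2 h post-plating, incubate 24 h at 37 °C, then get luciferase reagent for 10 min before luminescence reading.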
# TRPV1 agonist = human TRPV1 agonism; Q8NER1; TRPV1-expressing cells, Fluo-8 calcium influx, agonist mode; activation, % at 8.33 µM; hit rate 0.19% among 320,000; in the data active means activation above about 80%; inconclusive means between about 30% and that limit; further: 0% is about no effect
#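 Fluo-8 calcium influx in TRPV1-expressing cells, kinetic read (ex 480/em 520 nm). Compound added and read 3 min for agonist activity, followed by capsaicin at EC20 final and 2 min further read for enhancement.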
# ELG1 repair inh = inhibitors of ELG1-dependent DNA repair in HEK293T cells; HEK293T ELG1-luciferase reporter, luminescence, 16 h; DNA damage induced by 5-fluorouridine; Potency, µM (highest dose often 46.1 µM), inactives show at the top dose activity change, negative = inhibition, actives largely listed as inhibitors; hit rate 2.3% among 330,000; AID 504467; further: potency means the concentration at half of the fitted maximal effect; on the % scale 0 is the no-effect control and ±100 the full control effect; nearly all actives have a fitted effect of over 55% in size
#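 Reporter activity after DNA damage by 5-fluorouridine is monitored. Compound-treated cells incubate 16 hr at 37 °C, then ONE-Glo is added for 30 min before luminescence reading.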
# RORgamma inh = inhibitors of mouse ROR gamma transcriptional activity; hit rate 5.4% among 310,000; P51450; Potency, µM (series often up to 53.6 µM), inactives show top-dose activity change, negative = inhibition, usual class: inhibitors; Drosophila S2 Gal4-RORgamma UAS-luciferase reporter, 20 h; further: potency means the concentration at half of the fitted maximal effect; on the % scale 0 is the no-effect control and ±100 the full control effect; nearly all actives have a fitted effect of over 60% in size
# Target sequence (P51450 whole entry, looked up, the tested form may be a part): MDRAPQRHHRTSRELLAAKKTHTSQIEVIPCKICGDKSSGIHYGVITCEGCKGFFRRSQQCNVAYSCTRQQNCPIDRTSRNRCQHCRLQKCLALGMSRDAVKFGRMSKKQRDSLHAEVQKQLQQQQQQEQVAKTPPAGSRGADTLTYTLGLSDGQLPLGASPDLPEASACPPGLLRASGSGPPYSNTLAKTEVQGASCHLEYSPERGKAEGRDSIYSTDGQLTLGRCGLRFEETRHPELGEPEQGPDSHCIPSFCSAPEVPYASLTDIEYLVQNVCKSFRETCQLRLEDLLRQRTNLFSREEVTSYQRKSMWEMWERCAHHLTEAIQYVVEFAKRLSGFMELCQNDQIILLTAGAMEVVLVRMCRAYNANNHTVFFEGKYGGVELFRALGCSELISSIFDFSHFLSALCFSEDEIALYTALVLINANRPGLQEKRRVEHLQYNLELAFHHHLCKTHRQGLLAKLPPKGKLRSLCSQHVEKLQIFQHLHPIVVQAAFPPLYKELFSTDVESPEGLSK
#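 In this cell-based reporter format, copper sulfate (700 uM final) drives Gal4–ROR gamma fusion expression from a metallothionein promoter in Drosophila Schneider cells; compounds preincubated 1 hr, reporter read after 20 hr at ambient temperature.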
# ELG1 genotox = induces genotoxicity in HEK293T cells with luciferase-tagged ELG1. hit rate 1.3% among 330,000. AID 504466. HEK293T ELG1-luciferase reporter, luminescence, 16 h. Potency, µM (series often up to 46 µM), for the others: at the highest dose activity change, positive = activation, hits mostly activators; further: potency means the concentration at half of the fitted maximal effect; % of control where 0% means no effect; nearly all actives have a fitted effect of over 60% in size
#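 Quantitative HTS format in 1536-well plates. HEK293T ELG1-luciferase reporter cells receive test compound and are incubated 16 hr at 37 °C, 5% CO2; ONE-Glo added, 30 min room temperature, then luminescence read.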
# Tb PFK inh = T. brucei PFK enzyme inhibition | hit rate 0.17% among 330,000 | Potency, µM (series often up to 57.5 µM), for the others: at the top dose activity, negative = inhibition, usual class: inhibitors | O15648 | T. brucei PFK, ADP-Glo luminescence;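 further: potency means the concentration at half of the fitted maximal effect; 0% = uninhibited 1x PFK enzyme wells and -100% = no-enzyme wells; nearly all actives have a fitted effect of over 60% in size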
#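 Compounds were pin-transferred as a titration series up to 57 uM into substrate buffer (0.5 mM F6P, 0.1 mM ATP, pH 8.0), then 1.25 nM PFK was added and reactions ran 45 min before ADP-Glo detection.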
# VP16 counter = Gal4-VP16 reporter inhibition counter-screen. Drosophila S2 Gal4-VP16 UAS-luciferase, luminescence, 20 h. Potency, µM (top dose mostly 53.6 µM), without a hit: top-dose activity, negative = inhibition, actives largely listed as inhibitors. hit rate 3.5% among 310,000. AID 2546;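 further: Gal4-VP16 expression switched on by copper sulfate through the metallothionein promoter; potency means the concentration at half of the fitted maximal effect; on the % scale 0 is the no-effect control and ±100 the full control effect; nearly all actives have a fitted effect of over 50% in size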
# An asterisk follows results filed as active; ? = inconclusive; nt = not tested or not shown; [ ] = dose if it differs, or a comment. Unless noted, the call rests on the fitted dose curve; in most records, active means well fitted curve in the direction sought with a large enough effect; inconclusive means small, poorly fitted or top-dose-only effect, or another doubt; inactive means no such curve, though single readings can be large; an effect the other way counts as inactive or inconclusive. Not a hit list. Share with any hit: about 15%.
SMILES,NPC1 promoter act,p53 reactivation,BRCA1 expr up,FLuc modulator,Rab9 promoter act,TRPV1 agonist,ELG1 repair inh,RORgamma inh,ELG1 genotox,Tb PFK inh,VP16 counter
O=C(Nc1c(S(=O)(=O)c2ccc(Cl)cc2)csc1Br)c1ccccc1Cl,-1%,-2%,0%,-1%,-2%,11,3%,-3%,-2%,1%,-14%
COc1ccc(-c2nc(-c3ccccc3)c(-c3cc([N+](=O)[O-])ccc3C)[nH]2)cc1O,-7%,1%,-51%,-18%,5%,26,?,?,-10%,5%,?
CC(C)Oc1cccc(C(=O)C2CCCN(C(=O)c3ccc4c(c3)OCO4)C2)c1 (configuration not stated),-3%,10%,-1%,-1%,-2%,13,-12%,0%,-2%,3%,-5%
CN(C)S(=O)(=O)c1ccc(C(=O)Oc2cc(=O)[nH]c3ccccc23)cc1,29%,5%,-21%,-2%,0%,0,12%,-9%,-1%,3%,-10%
COC(=O)c1ccc(SCc2cnc(Cl)s2)cc1,13%,17%,9%,?,5%,2,?,?,1%,9%,?
CN(Cc1ccccc1)S(=O)(=O)c1ccccc1[N+](=O)[O-],2%,-2%,-1%,0%,-2%,19,13%,37%,-1%,1%,12%
Cc1cc([N+](=O)[O-])nn1CCCC(=O)Nc1cc(Cl)ccc1Cl,-5%,7%,-5%,1%,-6%,8,-15%,24%,-1%,-2%,-11%
COC(=O)COc1ccc(S(=O)(=O)N2CCc3ccccc3C2)cc1C,-1%,0%,12%,4%,?,7,13%,5%,0%,-1%,13%
CCCNc1[nH]c(=O)n(C)c(=O)c1N=O,-3%,-5%,-10%,-2%,1%,-1,1%,15%,1%,3%,1%
Cc1ccccc1N(C(=O)CCC(=O)Nc1ccccn1)C(C(=O)NC(C)C)c1ccc(O)cc1 (configuration not stated),-2%,-3%,3%,5%,2%,-1,0%,18%,0%,-4%,-1%
Cc1ccc(S(=O)(=O)c2c(N)n(/N=C/c3ccco3)c3nc4ccccc4nc23)cc1C,-6%,0%,-44%,8%,-6%,-1,?,45%,-7%,-22%,-4%
CCOc1ccc2nc(N(CCN(C)C)C(=O)c3ccc4ccccc4c3)sc2c1,-5%,25%,17%,1%,0%,2,21%,-2%,-2%,0%,-5%
COc1ccccc1N1CCN(C(=O)c2noc(C(C)C)c2[N+](=O)[O-])CC1,-6%,-3%,-4%,4%,0%,-4,15%,-14%,-1%,0%,1%
COc1ccc(NC(=O)COC(=O)c2ccco2)c([N+](=O)[O-])c1,-2%,4%,-8%,-4%,1%,6,7%,-7%,4%,-7%,4%
C=CCSc1nnc(NC(=O)COc2ccc3ccccc3c2)s1,0%,6%,-15%,-7%,10%,2,-1%,-6%,-2%,0%,3%
C#CC[N+](C)(C)CC#Cc1ccccc1,-5%,-5%,21%,1%,-4%,1,?,2%,0%,-11%,5%
Cc1cc(C)cc(NC(=O)c2cc(Cl)sc2Cl)c1,2%,-3%,11%,?,-1%,4,2%,34%,-1%,-5%,-11%
O=C(CCCC(=O)OCC(=O)c1ccc(F)cc1)Nc1cc(C(F)(F)F)ccc1Cl,2%,-1%,-5%,12µM*,-1%,?,11%,-8%,2%,-2%,4%
COc1ccccc1Nc1nnc(SCC(=O)NC2CC2)s1,-1%,1%,0%,-9%,2%,2,?,nt,7%,0%,nt
COc1cccc(CNC(=O)CCC2CCCN(C(=O)c3cccc(Cl)c3)C2)c1 (configuration not stated),-4%,-3%,0%,5%,-18%,?,?,?,-7%,-4%,4%
COc1cc(S(=O)(=O)N2CCCCCC2)ccc1Cl,-2%,-1%,0%,5%[2.3 µM],-2%,14,2%,-8%,2%,7%,?
O=C(C1CCCN(Cc2ccccc2[N+](=O)[O-])C1)N1CCCC1 (configuration not stated),-3%,1%,-12%,1%,0%,-3,2%,-12%,0%,-2%,0%
O=C(NCCN1CCN(S(=O)(=O)c2ccc(F)cc2)CC1)C(=O)NCc1ccccc1,0%,-4%,-6%,1%,-1%,-4,-2%,13%,-2%,-2%,0%
COc1ccc(/C=N/OCC(=O)N2CCCC2)c(OC)c1,-4%,?,11%,5%,-6%,-1,?,-11%,7%,0%,-12%
O=C(COC(=O)c1cc(S(=O)(=O)N2CCOCC2)ccc1F)NCc1ccc2c(c1)OCO2,nt,-5%,-7%,nt,nt,nt,-2%,nt,2%,6%,nt
O=C(Nc1ccc(NC(=O)c2cccs2)cc1)c1ccco1,?,14%,49%,?,?,0,?,39%,?,-1%,12%
O=C(Cn1nnc(-c2ccccc2-n2cnnn2)n1)N1CCCCC1,3%,-1%,-5%,2%,-6%,0,2%,-2%[10 µM],3%,-3%,-10%
NC(=O)CC(NC(=O)Cc1ccc(Cl)cc1)c1ccc(NCCCN2CCCC2=O)c([N+](=O)[O-])c1 (configuration not stated),1%,10%,0%,0%,2%,3,13%,-15%,2%,-2%,-2%
COc1ccc(NC(=O)CN(C)C2=NS(=O)(=O)c3ccccc32)cc1Cl,nt,-10%,24%,nt,nt,nt,0%,nt,-2%,10%,nt
O=C(NCc1cccnc1)NC1(C(F)(F)F)Oc2ccccc2O1,-3%,8%,-7%,5%,-18%,0,-8%,10µM*,4%,-4%,?
O=c1cc(-c2ccco2)nc(SCc2cccc(Cl)c2)[nH]1,7%,8%,0%,-3%,3%,1,6%,-18%[1.91 µM],0%,-2%,-9%
CCOC(=O)CSc1nnc(-c2ccccc2)c(-c2ccccc2)n1,-4%,-2%,-9%,-3%,-1%,21,-5%,18%,-2%,1%,-9%
O=C(CNC(=O)c1ccccc1)NC1(C(=O)NC2CCCCC2)CCCCC1,-8%,-6%,-4%,-1%,8%,4,-1%,13%,0%,0%,2%
Cc1nc(CCN2C(=O)c3ccccc3C2=O)cs1,-3%,0%,-10%,-4%,-2%,0,10%,?,2%,-5%,14%
Cc1cc(C)c2c3c(sc2n1)C(=O)N(c1ccccc1C)CC(=O)N3,-1%,-3%,7%,5%,-1%,1,?,8%,-6%,5%,-2%
N#Cc1ccccc1NC(=O)CSc1nnc(-c2ccncc2)o1,-6%,-1%,13%,-3%,2%,-1,-1%,-17%,-3%,3%,-18%
O=[N+]([O-])C1C(c2ccccc2)=NOC1c1ccccc1O (configuration not stated),-1%,nt,51%,4%,10%,-1,20%,7%,4%,1%,-8%
CCOc1ccccc1C(=O)N1CCOCC1,-4%,-6%,25%,0%,5%,-4,0%,-27%,2%,2%,1%
CCN(CC)CCOc1ccc2c(c1)C(=NNC(=O)c1ccccn1)c1cc(OCCN(CC)CC)ccc1-2,-4%,-7%,-23%,-3%,-1%,0,?,?,8%,1%,10µM*
O=C(COC(=O)[C@@H]1CC(O)CN1S(=O)(=O)c1ccc(Cl)c(Cl)c1)NC(=O)NCc1ccccc1 (some centres not stated),nt,-3%,-1%,nt,nt,nt,-7%,nt,-1%,3%,nt
COc1ccc(Cl)cc1NC(=S)N(CCN1CCOCC1)C1CCN(C(C)=O)CC1,-4%,2%,0%,-1%,-13%,-1,7%,8%,-2%,-4%,-6%[10 µM]

# Single values from above:
# For FLuc modulator, O=C(Cn1nnc(-c2ccccc2-n2cnnn2)n1)N1CCCCC1 reads 2%
# For VP16 counter, Cc1nc(CCN2C(=O)c3ccccc3C2=O)cs1 reads 14%
# For RORgamma inh, COc1ccc(/C=N/OCC(=O)N2CCCC2)c(OC)c1 reads -11%
# For NPC1 promoter act, CCOC(=O)CSc1nnc(-c2ccccc2)c(-c2ccccc2)n1 reads -4%
# For Tb PFK inh, O=C(NCc1cccnc1)NC1(C(F)(F)F)Oc2ccccc2O1 reads -4%

# Reformatted field by field: two of the compounds above.
> O=C(Cn1nnc(-c2ccccc2-n2cnnn2)n1)N1CCCCC1
  NPC1 promoter act: 3%
  p53 reactivation: -1%
  BRCA1 expr up: -5%
  FLuc modulator: 2%
  Rab9 promoter act: -6%
  TRPV1 agonist: 0
  ELG1 repair inh: 2%
  RORgamma inh: -2%[10 µM]
  ELG1 genotox: 3%
  Tb PFK inh: -3%
  VP16 counter: -10%
> NC(=O)CC(NC(=O)Cc1ccc(Cl)cc1)c1ccc(NCCCN2CCCC2=O)c([N+](=O)[O-])c1 (configuration not stated)
  NPC1 promoter act: 1%
  p53 reactivation: 10%
  BRCA1 expr up: 0%
  FLuc modulator: 0%
  Rab9 promoter act: 2%
  TRPV1 agonist: 3
  ELG1 repair inh: 13%
  RORgamma inh: -15%
  ELG1 genotox: 2%
  Tb PFK inh: -2%
  VP16 counter: -2%
